Screens as filed in PubChem BioAssay.
TGFb SMAD3 inh: inhibitors of TGF-b signaling. HepG2 CAGA-GFP TGF-b/SMAD3 reporter, GFP fluorescence, 18 h; TGF-beta stimulated, 500 pg/mL final. AID 588855. Potency, µM (series often up to 46.1 µM), for inactives: at the top dose activity, negative = inhibition, hits mostly inhibitors. 410,000 tested, 1.2% active; also: potency is read from the fitted curve at half-maximal effect; % is scaled to controls: 0 for no effect and ±100 for the full control effect; nearly all actives have a fitted effect of over 65% in size
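First, reporter cells (HEPG2 CAGA-GFP) rested 2 h at 37 degrees C. Next, compounds were pinned in and TGF-beta added to 500 pg/mL final. After 18 h, GFP was imaged per cell and summed per well.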
S2 tox: viability counter-screen for ATXN expression inhibitors. S2 cells (HEK-293 line with an ATXN2-luciferase reporter) viability, CellTiter-Fluor protease fluorescence, 24 h. Potency, µM (highest dose often 56.7 µM), actives largely listed as cytotoxic. 400,000 tested, 0.49% active. AID 651635; also: potency is read from the fitted curve at half-maximal effect; nearly all actives have a fitted effect of over 40% in size
Mm-Cpn inhibitor: blocks the Methanococcus maripaludis chaperonin Mm-Cpn; purified Mm-Cpn ATPase, ADP Transcreener TR-FRET; Potency, µM (highest dose often 76.9 µM), inactives show at the top dose activity, negative = inhibition, usual class: inhibitors; 330,000 tested, 0.031% active; AID 504842; also: potency is read from the fitted curve at half-maximal effect; % is scaled to controls: 0 for no effect and ±100 for the full control effect; nearly all actives have a fitted effect of over 80% in size
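ATPase read-out: TR-FRET ADP immunoassay (anti-ADP Eu cryptate vs ADP-d2), ex 320 nm, em 590/665 nm; signal drops as ADP forms. Enzyme 25 nM, ATP 10 uM, 30 min at 37°C after 10 min compound preincubation.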
CCT modulator: modulators of cytosolic chaperonin (CCT/TRiC) activity; AID 651819; activity change, % (test concentration not listed), hits read low; 360,000 tested, 0.3% active; purified chaperonin ATPase assay, HTRF ADP detection, 30 min; in the data active = activity change below about -30%; also: % is scaled to controls: 0 for no effect and ±100 for the full control effect
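First, chaperonin was dispensed at 40 nM or 20 nM final depending on batch activity. Next, compounds were pinned at 76 uM and ATP added at 10 uM. After 30 min at 37 °C, ADP detection reagents ran 30 min at ambient temperature.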
Nrf2 block: blocks Nrf2 signaling; 360,000 tested, 2.1% active; AID 504444; A549 ARE-Fluc reporter, luciferase luminescence, 18-24 h; Potency, µM (highest dose often 46 µM), for the others: at the highest dose activity change, negative = inhibition, hits mostly inhibitors; also: potency is read from the fitted curve at half-maximal effect; % is scaled to controls: 0 for no effect and ±100 for the full control effect; nearly all actives have a fitted effect of over 60% in size
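Two sequential reads on A549 ARE_Fluc cells exposed to compound for 18-24 h: a CellTiter-Fluor fluorescence read for viability, then a luciferase luminescence read for Nrf2/ARE activity.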
A549 viability: A549 cytotoxicity, counter-screen for Nrf2 inhibitors; 390,000 tested, 0.16% active; A549 ARE-Fluc cells, CellTiter-Fluor viability, 18-24 h; Potency, µM (titrated, usually from 46 µM), for the others: top-dose activity change, negative = cytotoxicity, usual class: inhibitors; also: potency is read from the fitted curve at half-maximal effect; % is scaled to controls: 0 for no effect and ±100 for the full control effect
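Cytotoxicity counterscreen: CellTiter-Fluor fluorescence was measured in A549 ARE_Fluc cells after 18-24 h of compound exposure in a concentration series. The subsequent BugLite luminescent read reports ARE-luciferase activity.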
Akt phos inh: inhibitors of Akt phosphorylation; 360,000 tested, 0.32% active; Neuro2A IGF-stimulated pAkt S473 HTRF, 20 min; active compounds read low; activity change, % for hits at 50 µM; AID 651550; in the data active = activity change below about -80%; inconclusive = mostly about -51% to -80%; also: % is scaled to controls: 0 for no effect and ±100 for the full control effect
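Single-point screen (50 µM final compound) in Neuro2A cells stimulated 20 min with 6 nM IGF at 37 deg C. After lysis, Ser473-phosphorylated Akt read by HTRF (ex 330 nm, em 615/665 nm) as the 665/615 ratio.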
Nrf2 activator: activates Nrf2 signaling; AREc32 ARE-luciferase reporter (MCF7-derived line), luminescence, 24 h; Potency, µM (titrated, usually from 46.1 µM), inactives show at the top dose activation, actives largely listed as activators; 410,000 tested, 0.31% active; AID 624171; also: potency is read from the fitted curve at half-maximal effect; % of control where 0% means no effect; nearly all actives have a fitted effect of over 65% in size
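AREc32 cells carrying an ARE-driven firefly luciferase reporter were seeded at 1000 cells/well in OPTI-MEM with 5% FBS, then exposed to compound for 24 hr at 37 deg C. Luminescence was read with Steady-Glo after 30 min at RT.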
HepG2 viability: HepG2 cytotoxicity, counter-screen for TGF-b inhibitors | HepG2 CAGA-GFP viability, ATP luminescence, 18 h | Potency, µM (series often up to 46.1 µM), without a hit: at the top dose activity change, negative = cytotoxicity, most hits filed as cytotoxic | 410,000 tested, 0.76% active | AID 588856; also: potency is read from the fitted curve at half-maximal effect; some results filed as inactive show a strong effect at the top dose
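HepG2 CAGA-GFP cells (1000/well, DMEM with 1% FBS) received compound, then TGF-beta at 500 pg/mL final, and were incubated 18 hours at 37 degrees C. Viability was read by CellTiter-Glo luminescence. Media-only wells were set as complete cell-killing and DMSO as no toxicity.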
* marks the source's active call; other numbers are inactive results; i = inactive; ? = inconclusive; / = not tested or not shown; & = joins results of further samples. Unless noted, calls follow the shape of the dose curve; as a rule, active = well fitted curve in the direction sought with a large enough effect; inconclusive = small, poorly fitted or top-dose-only effect, or another doubt; inactive = no such curve, though single readings can be large; an effect the other way counts as inactive or inconclusive. Compounds as they come; about 4.4% have a hit in one of these screens.

Order of results – TGFb SMAD3 inh	S2 tox	Mm-Cpn inhibitor	CCT modulator	Nrf2 block	A549 viability	Akt phos inh	Nrf2 activator	HepG2 viability
1	O=C(Nc1ccc(OC(F)(F)F)cc1)c1ccc(-n2cncn2)nc1
  0%	i	-2%	2.0	?	0%	i	-0.4%	57%
2	CC(C)(C)N(C(=O)Cn1nnc(-c2ccc(F)cc2)n1)C(C(=O)NC1CCCC1)c1ccncc1 (configuration not stated)
  -5%	?	0%	-1.3	?	-25%	i	3.4%	-31%
3	O=C1CCCN1CCCNc1ncccc1[N+](=O)[O-]
  -16%	i	-5%	-1.7	6%	?	i	-0.2%	8%
4	Cc1ccc(C)c(OCC(=O)Nc2cccc(C(=O)O)c2)c1C
  -4%	/	0%	-1.6	?	-11%	/	-1.1%	-19%
5	O=C(NCC(O)c1ccc2ccccc2c1)c1c(F)cccc1F (configuration not stated)
  0%	i	3%	-1.6	-6%	-1%	i	-0.6%	0%
6	CCc1cc(=O)oc2cc(C)cc(OC(C)C(=O)NCCCN3CCCC3=O)c12 (configuration not stated)
  -1%	?	-4%	-0.2	-1%	-2%	i	-0.5%	5%
7	CCOc1cc(N2CCOCC2)c(OCC)cc1NC(=O)COc1cccc(Cl)c1
  2%	i	3%	-1.8	-6%	-4%	i	-1.3%	2%
8	CCOC(=O)CSc1nnc(CNC(=O)c2ccc(OC)c(OC)c2)n1C
  10%	i	-4%	-0.3	6%	1%	i	0.3%	-13%
9	O=C(COc1ccc(F)cc1Cl)N1CCN(C(=O)c2cccs2)CC1
  -1%	i	-2%	1.5	?	0%	i	3.3%	5%
10	Cc1cc(-c2ccccc2N)n[nH]1
  -7%	i	-2%	0.0	1%	-9%	i	3.6%	-8%
11	CC1CCN(C(c2ccccc2)c2sc3nc(-c4ccco4)nn3c2O)CC1 (configuration not stated)
  -18%	/	/	/	/	-10%	/	3.3%	-23%
12	COc1cc(OC)c(NS(=O)(=O)c2c(C(=O)N3CCC(C)CC3)c(C)n(C)c2C)cc1Cl
  13%	/	/	/	/	-14%	/	0.4%	-2%
13	Cc1ccc(NC2=C(c3ccc(C(F)(F)F)cc3)C(=O)c3ccccc32)cc1F
  -13%	i	/	/	-21%	?	/	10%	-31%
14	Cc1cc(=O)oc2cc(OCC(=O)NCCc3nc4ccccc4[nH]3)ccc12
  -3%	i	0%	-1.0	16%	27%	i	0.2%	-3%
15	CCOc1cc(N2CCOCC2)c(OCC)cc1NC(=O)COC(=O)c1cc(C)cc(C)c1
  -4%	i	-1%	-1.9	-4%	5%	i	0.0%	-8%
16	O=C(COc1ccccc1F)Nc1ccc(S(=O)(=O)N2CCCC2)cc1
  11%	i	-2%	-0.5	-13%	2%	i	0.4%	-1%
17	N#Cc1cccc(CSc2nnc(CCCO)n2-c2ccccc2)c1
  -26%	i	0%	0.7	15%	-7%	i	0.2%	2%
18	Cc1ccc2nc(C3CCCN(C(=O)NCc4ccccc4)C3)[nH]c2c1 (configuration not stated)
  -16%	?	-1%	-1.1	24%	-7%	i	-0.6%	-9%
19	O=C(NCCc1nnc2ccc(SCC(=O)N3CCCC3)nn12)c1ccc(F)cc1
  0%	i	0%	-1.9	4%	1%	i	-0.4%	6%
20	c1ccc(-c2ccc3sccc3n2)cc1
  -1%	i	/	-4.1	?	2%	i	8.5%	-9%
21	C/C(Cl)=C\Cn1c(O)c(N=NC(N)=S)c2ccccc21
  ?	/	-2%	1.1	?	-1%	i	11%	-29%
22	CCOC(=O)C1CCN(C(=O)COC(=O)COc2ccccc2OC)CC1
  -1%	?	1%	-2.3	15%	-2%	i	-0.4%	4%
23	COc1ccc(CCNS(=O)(=O)c2cc3c4c(c2)CC(=O)N4CCC3)cc1
  -8%	i	-2%	-0.7	?	-4%	i	1.5%	3%
24	O=[N+]([O-])c1ccccc1S(=O)(=O)NC1CCCC1
  -6%	i	?	-10	-11%	1%	i	-0.7%	-6%
25	Cc1csc(NC(=O)C2CCN(S(=O)(=O)c3ccccc3)CC2)n1
  ?	i	-2%	-4.7	?	-2%	i	-0.4%	-22%
26	O=C(CSc1nc(O)c(C2CCCCC2)c(=O)[nH]1)N1CCOCC1
  -6%	i	-1%	2.9	5%	2%	i	0.2%	-4%
27	O=c1cc(CSc2nnc(-c3ccccc3)o2)c2ccccc2[nH]1
  -4%	i	1%	-4.2	-16%	7%	i	0.1%	0%
28	NNc1ccccc1C(F)(F)F
  2%	i	1%	3.3	-3%	-6%	i	-0.1%	-2%
29	CCc1cccc(C)c1NS(=O)(=O)c1c(C)nc2sccn2c1=O
  -15%&-15%	i	-4%	-2.5	-5%&24%	-2%&0%	i	-1.2%&0.1%	-1%&-4%
30	C=CCNc1ncnc2c1cnn2-c1ccc(C)cc1C
  3%	i	-1%	0.2	9%	-5%	i	0.7%	-4%
31	CCS(=O)(=O)N1CCc2cc(C(=O)Nc3cc(Cl)ccc3C)ccc21
  22%	i	/	/	-6%	4%	/	0.9%	-19%
32	Cc1ccc(C(=O)NCN2CCN(c3ccc(F)cc3)CC2)cc1
  3%	i	-2%	-1.7	-8%	2%	i	-0.2%	-5%
33	CCCn1c2ccccc2c2nnc(SCC(=O)Nc3c(C)n(C)n(-c4ccccc4)c3=O)nc21
  3%	i	-1%	-2.4	1%	0%	i	-0.4%	7%
34	Cc1[nH]c2ccccc2c1C(C[N+](=O)[O-])c1cccs1 (configuration not stated)
  -18%	i	3%	-0.5	?	-1%	i	0.6%	2%
35	COc1ccc2cc(C(=O)NCc3ccc4c(c3)CCN4C(=O)c3ccccc3)[nH]c2c1
  -9%	/	/	/	/	-1%	/	-0.1%	12%
36	CCN1CCN(CCC(=O)Nc2cccc(C)c2)CC1
  6%	i	-4%	1.1	-2%	0%	i	0.1%	-2%
37	Cc1ccc(NC(=O)C2CC3CCC2C3)c(Br)c1 (configuration not stated)
  -10%	i	0%	-0.8	?	12%	i	6.1%	-30%
38	S=C1NCC(c2ccccc2)S1 (configuration not stated)
  -6%	i	/	1.4	30%	14%	i	0.9%	5%
39	CC1(c2ccc3ccccc3c2)NC(=O)N(CC(=O)N2CCCC(C(F)(F)F)C2)C1=O (configuration not stated)
  -15%	i	-5%	-0.5	-3%	4%	i	1.0%	-22%
40	S=C(NCCNC(=S)Nc1ccccc1)Nc1ccccc1
  1%	i	0%	-1.7	-21%	0%	i	0.3%	4%
41	O=C(Cc1cccc(NC(=O)C2CCN(S(=O)(=O)c3cccc([N+](=O)[O-])c3)CC2)c1)Nc1cccc(C(=O)N2CCCCC2)c1
  -22%	i	/	-1.9	-20%	1%	i	0.4%	-4%
42	CNc1snc(C)c1C(=O)OC(C)C(=O)NCc1ccccc1 (configuration not stated)
  1%	i	-1%	2.5	-9%	1%	i	0.2%	-2%
43	CC(NC(=O)COC(=O)C1CCCCC1)c1ccccc1 (configuration not stated)
  -23%	i	2%	-4.3	2%	-1%	i	-0.6%	-27%
44	COc1cccc(C(=O)Nc2cccc(S(=O)(=O)NC3=NCCC3)c2)c1
  8%	i	1%	0.4	1%	-2%	i	5.6%	-21%
45	C=C(C)c1cccc(C(C)(C)NC(=O)N2CCCC(C(N)=O)C2)c1 (configuration not stated)
  0%	i	2%	-1.7	/	-1%	i	-0.3%	7%
46	O=C(N/N=C/c1ccc(Cl)c([N+](=O)[O-])c1)c1cc(-c2ccccc2)nc2ccccc12
  -7%	i	-1%	0.8	6%	3%	i	-0.8%	-3%
47	CC(C)(C)Cc1nnc(NC(=O)c2ccc3c(c2)OCO3)s1
  -17%	i	1%	-0.8	2%	1%	i	2.5%	-11%
48	COc1ccc(S(=O)(=O)N2CCOCC2)cc1NC(=O)CSc1n[nH]c(=O)n1C1CC1
  3%	i	-1%	-2.4	11%	4%	i	-0.5%	-3%
49	Cc1ccc(S(=O)(=O)CCC(=O)OC(C)C(=O)c2c(C)[nH]c3ccccc23)cc1 (configuration not stated)
  -9%	i	1%	1.3	11%	-5%	i	-1.1%	5%
50	CC1CCC2(CC1)NC(=O)N(CC(=O)Nc1cccc(S(=O)(=O)N3CCOCC3)c1)C2=O (configuration not stated)
  4%	i	0%	-1.4	?	-6%	i	-0.5%	-54%
51	CC(C)CC(=O)Nc1c2c(nn1-c1cccc(Cl)c1)CS(=O)C2 (configuration not stated)
  3%	i	0%	-9.2	6%	-3%	i	-0.4%	4%
52	Cn1c(=O)n(C)c2cc(N3CCCCC3)c(NC(=O)c3ccccc3)cc21
  10%	i	3%	-0.3	4%	-2%	i	-0.2%	12%
53	c1ccc2c(c1)nc1sccn12
  ?	i	-1%	1.7	-3%	?	i	-0.1%	-15%
54	O=C(NCCC1CCCCN1S(=O)(=O)c1ccccc1)C(=O)NC1CC1 (configuration not stated)
  15%	i	0%	3.0	-12%	7%	i	-1.3%	-6%

Some of the entries so far, as a markdown table.
| entry | structure | TGFb SMAD3 inh | S2 tox | Mm-Cpn inhibitor | CCT modulator | Nrf2 block | A549 viability | Akt phos inh | Nrf2 activator | HepG2 viability |
| --- | --- | --- | --- | --- | --- | --- | --- | --- | --- | --- |
| 50 | CC1CCC2(CC1)NC(=O)N(CC(=O)Nc1cccc(S(=O)(=O)N3CCOCC3)c1)C2=O (configuration not stated) | 4% | i | 0% | -1.4 | ? | -6% | i | -0.5% | -54% |
| 14 | Cc1cc(=O)oc2cc(OCC(=O)NCCc3nc4ccccc4[nH]3)ccc12 | -3% | i | 0% | -1.0 | 16% | 27% | i | 0.2% | -3% |
| 9 | O=C(COc1ccc(F)cc1Cl)N1CCN(C(=O)c2cccs2)CC1 | -1% | i | -2% | 1.5 | ? | 0% | i | 3.3% | 5% |
| 16 | O=C(COc1ccccc1F)Nc1ccc(S(=O)(=O)N2CCCC2)cc1 | 11% | i | -2% | -0.5 | -13% | 2% | i | 0.4% | -1% |
